S1P2 agonist = activates the human S1P2 receptor. hit rate 0.46% among 97,000. activation, % at 4.5 µM. S1P2-expressing cell line, agonist reporter read-out; in the data active = activation above about 16%;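 also: 0% = vehicle low control and 100% = maximal reference agonist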
S1P2 antag = antagonists of human S1P2 receptor. O95136. cell-based S1P2 antagonist assay, inhibition at 5 uM. inhibition, % at 5 µM. hit rate 0.21% among 97,000. AID 736; in the data active = inhibition above about 45%;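 also: CRE beta-lactamase reporter cells expressing human S1P2 stimulated with S1P; 0% = agonist at EC80 alone and 100% = agonist plus reference antagonist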
PostGolgi yeast = growth inhibition of a yeast mutant, post-Golgi transport screen; hit rate 0.9% among 98,000; AID 739; inhibition, % at 10 µM; post-Golgi transport phenotypic cell assay;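 also: yeast cells grown in 1536-well plates; yeast grown about 18 h at 30C before absorbance read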
hDAT+cocaine = human DAT dopamine uptake with cocaine, either direction. Q01959. LLC-PK1 hDAT cells, [14C]-dopamine uptake with cocaine IC80; actives deviate in either direction. B-score at 10 µM. hit rate 1.3% among 110,000;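 active = Z score or B-score, a plate-position-corrected score, falls beyond the plate's 99.7% confidence bounds, in either direction; inactive = both scores lie inside the 99.7% bounds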;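 also: scored against the spread of the other compound wells on the same plate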
CYP2C19 inh = human CYP2C19 inhibition. P33261. CYP2C19 Supersomes, luciferin-H EGE luminescence, 30 min. inhibition, % at 5 µM. hit rate 21% among 96,000. AID 778;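 active = CYP2C19 inhibition above a set limit at 5 µM in the primary screen, cut at about 50% in these data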;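 also: plate controls were negative control wells for no effect and 2.5 mM tranylcypromine positive control for full effect; values of inactives mirror those of a sister screen read the other way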
PostGolgi ctrl = growth of the yeast control strain, post-Golgi counter-screen; efflux-deficient yeast background strain, growth absorbance A615, 16 h; inhibition, % at 10 µM; hit rate 5% among 98,000
sEH inhibitor = inhibitors of human soluble epoxide hydrolase | P34913 | inhibition, % at 2 µM | recombinant human sEH enzymatic activity assay | hit rate 0.34% among 91,000 | AID 707; in the data active = inhibition above about 80%; also: values of inactives mirror those of a sister screen read the other way; many of its hits are not listed in these tables
Target sequence (P34913 whole entry, looked up): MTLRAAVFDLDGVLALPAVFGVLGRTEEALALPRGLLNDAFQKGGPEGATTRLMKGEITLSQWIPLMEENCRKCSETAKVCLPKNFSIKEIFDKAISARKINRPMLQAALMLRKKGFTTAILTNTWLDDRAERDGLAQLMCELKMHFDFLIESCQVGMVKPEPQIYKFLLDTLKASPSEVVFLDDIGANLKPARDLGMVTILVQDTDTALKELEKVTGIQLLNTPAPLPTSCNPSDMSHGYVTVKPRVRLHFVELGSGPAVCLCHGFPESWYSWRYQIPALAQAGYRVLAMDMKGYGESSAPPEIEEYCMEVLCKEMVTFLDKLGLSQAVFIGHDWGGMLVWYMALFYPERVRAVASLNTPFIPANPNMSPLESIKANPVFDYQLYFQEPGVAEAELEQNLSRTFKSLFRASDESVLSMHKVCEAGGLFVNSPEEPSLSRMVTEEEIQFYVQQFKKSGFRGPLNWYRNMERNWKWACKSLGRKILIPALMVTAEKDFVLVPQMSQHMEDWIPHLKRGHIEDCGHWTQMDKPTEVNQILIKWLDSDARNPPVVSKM
sEH act = soluble epoxide hydrolase (human) activation | P34913 | purified human sEH enzymatic activity, activator screen | activation, % at 2 µM | hit rate 0.04% among 91,000; in the data active = activation above about 37%; also: values of inactives mirror those of a sister screen read the other way
CYP2C19 activ = increases human CYP2C19 enzyme activity; P33261; recombinant CYP2C19, luciferin-H EGE luminescence; stronger effect = higher value; 0 = fully inhibited enzyme, 1 = untreated enzyme; activation factor at 5 µM; 96,000 tested, under 10 active; AID 1025;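 active = activation factor of at least 2 at 5 µM in the primary screen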;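 also: 0 = wells with 2.5 mM tranylcypromine and 1 = vehicle-only wells; values of inactives mirror those of a sister screen read the other way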
* hit, by the source's call; / = no result given. Rule as the data show it, unless noted: active = inhibition above about 30%; inactive = the rest. The order is random; any-hit rate near 24%.

| Structure | S1P2 agonist | S1P2 antag | PostGolgi yeast | hDAT+cocaine | CYP2C19 inh | PostGolgi ctrl | sEH inhibitor | sEH act | CYP2C19 activ |
| --- | --- | --- | --- | --- | --- | --- | --- | --- | --- |
| COCCn1c(SCC(=O)Nc2nnc(C)s2)nnc1-c1ccncc1 | -5 | 26 | 5 | 0.89 | 5 | 3 | -1 | 0 | 1 |
| COc1ccc(Cc2nc(C(=O)Nc3ccccc3)cs2)cc1 | -7 | -5 | -5 | -1.8 | 88* | 20 | 14 | -16 | 0.1 |
| COc1ccc(-c2nc(-c3cccc(C)c3)no2)cc1OC | -2 | -9 | / | -0.0019 | / | / | 1 | 0 | / |
| Cc1ccc(SCc2cc(=O)[nH]c(N3CCN(Cc4ccccc4)CC3)n2)cc1 | -8 | -5 | 2 | -0.64 | 20 | 7 | 21 | -18 | 0.8 |
| COc1cc(C(=O)N2CCN(c3ccc([N+](=O)[O-])cc3)CC2)ccc1OCc1c(C)noc1C | -4 | -5 | 1 | -0.31 | 26 | 1 | 17 | -17 | 0.7 |
| c1ccc(N2CCN(c3ncnc4scc(-c5cccs5)c34)CC2)cc1 | -7 | 14 | -2 | 0.011 | 96* | 47* | 16 | -18 | 0 |
| Cn1c(CNC(=O)C(C)(C)C)nc2ccccc21 | / | / | -2 | -1.4 | 21 | 1 | / | / | 0.8 |
| O=C(CSc1nnc(Cc2ccccc2)o1)Nc1ccc2c(c1)OCO2 | -2 | -14 | 0 | 0.3 | 60* | 8 | -9 | 10 | 0.4 |
| CC(=O)C(C)Oc1ncn(-c2ccccc2)n1 (centres undefined) | 0 | -16 | -3 | 0.13 | -7 | 20 | -2 | 3 | 1.1 |
| CCc1ccc(-c2nn(-c3ccccc3)cc2C2SCC(=O)N2Cc2ccco2)cc1 (centres undefined) | -8 | 1 | 6 | / | 44 | 19 | 2 | -4 | 0.6 |
| Cc1ccc(N=C2NC(=O)C(CC(=O)O)S2)cc1 (centres undefined) | -6 | 5 | -1 | 0.13 | -16 | 3 | 7 | -7 | 1.2 |
| CC(C)(C)c1ccc(-c2cc(C(=O)NNC(=O)Nc3ccccc3)c3ccccc3n2)cc1 | 4 | -2 | 8 | 0.38 | 38 | 17 | -2 | 4 | 0.6 |
| Cc1onc(-c2ccccc2)c1C(=O)N1CC(C)OC(C)C1 (centres undefined) | -7 | 21 | 1 | 0.91 | 12 | 22 | / | / | 0.9 |
| Cc1cc2c(c(SCC(=O)N(C)c3ccccc3)n1)C(=O)OC2 | 1 | -2 | -5 | 0.11 | 63* | -6 | -18 | 20 | 0.4 |
| CCS(=O)(=O)n1nc(C(=O)N2CCOCC2)nc1N | / | / | -11 | -1.1 | -9 | 10 | / | / | 1.1 |
| CCN1C=CC2=C(C#N)C(N)C(C#N)(C#N)C(c3ccccc3C(F)(F)F)C2C1 (centres undefined) | 6 | 5 | / | 0.91 | / | / | 3 | -4 | / |
| O=C(CNC(=O)c1ccco1)NCCCc1ccccc1 | -5 | -14 | 6 | 0.088 | 47 | 6 | -2 | 2 | 0.5 |
| Cc1nn(-c2ccccc2)c2c1C(c1cccnc1)N1C=C(S(=O)(=O)N3CCCCC3)C=CC1=N2 (centres undefined) | / | / | 0 | 1.3 | 11 | -3 | / | / | 0.9 |
| CCCc1nc2sc3c(SCC(=O)NCc4ccco4)ncnc3c2c2c1CCC2 | / | / | -10 | 0.15 | 0 | 7 | / | / | 1 |
| CCOc1ccc(-c2nnc(SCc3nnc(-c4ccccc4)o3)n2-c2ccccc2F)cc1 | -6 | 5 | -24 | 0.6 | 4 | 0 | 8 | -8 | 1 |

6 compounds from above, ordered by count of non-hydrogen atoms, falling:
| Structure | S1P2 agonist | S1P2 antag | PostGolgi yeast | hDAT+cocaine | CYP2C19 inh | PostGolgi ctrl | sEH inhibitor | sEH act | CYP2C19 activ |
| --- | --- | --- | --- | --- | --- | --- | --- | --- | --- |
| Cc1nn(-c2ccccc2)c2c1C(c1cccnc1)N1C=C(S(=O)(=O)N3CCCCC3)C=CC1=N2 (centres undefined) | / | / | 0 | 1.3 | 11 | -3 | / | / | 0.9 |
| CCOc1ccc(-c2nnc(SCc3nnc(-c4ccccc4)o3)n2-c2ccccc2F)cc1 | -6 | 5 | -24 | 0.6 | 4 | 0 | 8 | -8 | 1 |
| Cc1cc2c(c(SCC(=O)N(C)c3ccccc3)n1)C(=O)OC2 | 1 | -2 | -5 | 0.11 | 63* | -6 | -18 | 20 | 0.4 |
| Cc1onc(-c2ccccc2)c1C(=O)N1CC(C)OC(C)C1 (centres undefined) | -7 | 21 | 1 | 0.91 | 12 | 22 | / | / | 0.9 |
| O=C(CNC(=O)c1ccco1)NCCCc1ccccc1 | -5 | -14 | 6 | 0.088 | 47 | 6 | -2 | 2 | 0.5 |
| CCS(=O)(=O)n1nc(C(=O)N2CCOCC2)nc1N | / | / | -11 | -1.1 | -9 | 10 | / | / | 1.1 |

Going on with the list.
| Structure | S1P2 agonist | S1P2 antag | PostGolgi yeast | hDAT+cocaine | CYP2C19 inh | PostGolgi ctrl | sEH inhibitor | sEH act | CYP2C19 activ |
| --- | --- | --- | --- | --- | --- | --- | --- | --- | --- |
| CN(C)CCCNC(=O)c1cc(S(=O)(=O)N2CCOCC2)ccc1F | -5 | 7 | -16 | -0.0013 | 7 | -2 | 12 | -13 | 0.9 |
| COc1ccc(N2CCN(C(=S)Nc3cc(C)cc(C)c3)CC2)cc1 | -3 | -1 | 6 | -0.9 | 11 | -1 | -12 | 15 | 0.9 |
| COc1ccc(-c2nnc(SCC(=O)Nc3cc(F)ccc3C)o2)cc1 | -1 | 25 | -20 | -0.5 | 54* | 9 | / | / | 0.5 |
| COC(=O)c1cccnc1-n1c(=O)c2cccnc2n(Cc2cccc(OC)c2)c1=O | / | / | -2 | 0.0045 | 78* | 5 | -12 | 17 | 0.2 |
| Cn1cc(Cl)c(C(=O)Nc2cccc(Cl)c2Cl)n1 | -4 | -11 | 1 | -1.4 | 49 | 12 | 1 | -2 | 0.5 |
| CN(Cc1ccccc1)C(=O)c1cccc(NC(=O)c2ccco2)c1 | -2 | -21 | 0 | 0.0079 | 38 | 19 | 0 | 5 | 0.6 |
| O=C1CCc2nc3ccccc3c(=O)n2N1 | -8 | -1 | 10 | 0.54 | -3 | 8 | 5 | -2 | 1 |
| CCOC(=O)c1[nH]c(C)c(C(=O)NC2CCCCCC2)c1C | -2 | 11 | -7 | 0.23 | / | 4 | 4 | -1 | / |
| Cc1ccc(C(=O)O/N=C(\N)c2ccc(Br)cc2)cc1C | -4 | 19 | -8 | -1.3 | 5 | 9 | -14 | 12 | 0.9 |
| CCCN(CCC)C(=O)CSc1nc2n[nH]c(C)c2c(=N)n1-c1ccc(OC)cc1 | 3 | 19 | 1 | / | 23 | 8 | 7 | -9 | 0.8 |

3 entries out of the list above, sorted by their value in CYP2C19 inh, lowest first:
SMILES	CYP2C19 inh
O=C1CCc2nc3ccccc3c(=O)n2N1	-3
CCc1ccc(-c2nn(-c3ccccc3)cc2C2SCC(=O)N2Cc2ccco2)cc1 (centres undefined)	44
Cc1cc2c(c(SCC(=O)N(C)c3ccccc3)n1)C(=O)OC2	63*

Source: PubChem (several laboratories)
